Menin-MLL TR inh = displaces Texas Red mutant MLL peptide from human menin; Menin + Texas Red MLL mutant peptide, fluorescence polarization; Potency, µM (highest dose often 61.6 µM), without a hit: at the top dose FP activity change, negative = inhibition, hits mostly inhibitors; 0.23% of 270,000 active; AID 1768; active means well fitted inhibition curve with a large enough effect in the polarisation, with a control signal flat, not every such curve was filed as active; inconclusive means small, poorly fitted or top-dose-only effect, or effect the other way, or a change in a side signal; inactive means no such curve, though single readings can be large or run the other way; the % refers to the polarisation; further: potency means the concentration at half of the fitted maximal effect; % of control where 0% means no effect; many of its hits are not listed in these tables
TSG101-PTAP inh = blocks PTAP/TSG101 interaction to inhibit HIV-1 budding | Fluorescence polarization, FITC-PTAP peptide / Tsg101 binding | AID 493005 | 340,000 tested, under 10 active | Q99816 | Potency, µM (titrated, usually from 115 µM), for the others: at the top dose activity change, negative = inhibition, usual class: inhibitors; active means well fitted inhibition curve with a large enough effect in the main read-out, with a control signal flat, not every such curve was filed as active; inconclusive means small, poorly fitted or top-dose-only effect, or effect the other way, or a change in a side signal; inactive means no such curve, though single readings can be large or run the other way; further: potency means the concentration at half of the fitted maximal effect; % of control where 0% means no effect
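Compounds were pin-transferred onto Tsg101 binding domain (10 uM final) in HEPES pH 7.5 buffer, then FITC-PTAP peptide was added at 50 nM final. After 20 min at RT, polarization reported peptide displacement across a qHTS concentration series.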
MBNL1-CUG inh = blocks human MBNL1 binding to CUG repeat RNA. TR-FRET MBNL1-His/biotin-(CUG)12 binding, 665/545 ratio. Q9NR56. Potency, µM (top dose mostly 57.5 µM), for inactives: at the top dose activity change, negative = inhibition, actives largely listed as inhibitors. 0.036% of 280,000 active; active means well fitted inhibition curve with a large enough effect in the signal ratio, with a control signal flat, not every such curve was filed as active; inconclusive means small, poorly fitted or top-dose-only effect, or effect the other way, or a change in a side signal; inactive means no such curve, though single readings can be large or run the other way; the % refers to the signal ratio; further: potency means the concentration at half of the fitted maximal effect; on the % scale 0 is the no-effect control and ±100 the full control effect
Target sequence (Q9NR56 whole entry, looked up): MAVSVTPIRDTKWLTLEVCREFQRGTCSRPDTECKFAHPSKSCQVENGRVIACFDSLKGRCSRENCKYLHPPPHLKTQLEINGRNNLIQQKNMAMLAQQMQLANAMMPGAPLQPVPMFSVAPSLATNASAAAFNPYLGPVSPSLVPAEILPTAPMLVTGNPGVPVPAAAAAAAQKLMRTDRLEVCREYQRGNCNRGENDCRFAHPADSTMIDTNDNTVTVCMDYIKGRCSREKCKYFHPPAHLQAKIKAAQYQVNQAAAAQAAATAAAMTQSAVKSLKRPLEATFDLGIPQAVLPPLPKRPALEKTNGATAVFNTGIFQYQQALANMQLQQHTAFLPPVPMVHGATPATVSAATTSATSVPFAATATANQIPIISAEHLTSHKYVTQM
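Compound titration spanned 92 nM–58 uM against the MBNL1-His/biotin-(CUG)12 complex. After 60 min at room temperature with 5 nM streptavidin-XL665 and 0.055 ng/ul terbium anti-His, ratiometric 665/545 nm emission (Ex 340 nm) normalized to controls.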
Integrin act MD = integrin-mediated muscular dystrophy alleviation activation; AID 624291; alpha7betagal myoblasts, beta-gal FDG fluorescence, 48 h; 0.064% of 350,000 active; Potency, µM (highest dose often 38.3 µM), for the others: at the highest dose activation, actives largely listed as activators;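 further: potency means the concentration at half of the fitted maximal effect; 100% = response of the positive control SU9516; nearly all actives have a fitted effect of over 60% in size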
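alpha7betagal+/- myoblasts (passage 13, 250/well) treated 48 h at 37C with compounds at 1:260 dilution of DMSO stock. Lysed, then beta-galactosidase activity read as FDG fluorescence (ex 480/em 540) after 30 min, with pre-read for autofluorescence.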
Mito fusion act = inhibitors of mitochondrial division or activators of mitochondrial fusion; Potency, µM (doses to about 46.1 µM), for the others: at the highest dose growth rescue (activation), most hits filed as activators; S. cerevisiae fusion-defective mutant growth rescue, CellTiterGlo 48 h; 0.23% of 320,000 active;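 further: potency means the concentration at half of the fitted maximal effect; % of control where 0% means no effect; nearly all actives have a fitted effect of over 45% in size; temperature-sensitive fusion mutants such as fzo1-1 at 37 °C on non-fermentable ethanol glycerol medium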
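Luminescent cell viability in 1536-well qHTS format served as the measure of rescued growth in ts fusion-mutant S. cerevisiae cultured on non-fermentable YPEG for 48 hours at 37C.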
A-T KAP1 phos = potential ataxia-telangiectasia treatment. […] A-T fibroblasts, KAP-1 phosphorylation AlphaLISA; neocarzinostatin DNA damage 30 min before lysis. AID 485349. 0.19% of 320,000 active. Potency, µM (doses to about 57.5 µM), inactives show top-dose activation, actives largely listed as activators; further: potency means the concentration at half of the fitted maximal effect; % of control where 0% means no effect; nearly all actives have a fitted effect of over 45% in size
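ATM-like activity read as KAP-1 phosphorylation via AlphaLISA donor/acceptor antibody pairs after lysis and 6 hr at 25C. Cells were ATM-null patient fibroblasts ([…], hTERT), dosed 60 min, then exposed to the DSB inducer NCS for 30 min.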
S-ASM inh = blocks human secretory acid sphingomyelinase; P17405; Potency, µM (highest dose often 57.5 µM), without a hit: top-dose activity change, negative = inhibition, most hits filed as inhibitors; 0.006% of 340,000 active; placental ASM, HMU-PC fluorogenic substrate, 60 min; further: potency means the concentration at half of the fitted maximal effect
Target sequence (P17405 47-631 limits assumed): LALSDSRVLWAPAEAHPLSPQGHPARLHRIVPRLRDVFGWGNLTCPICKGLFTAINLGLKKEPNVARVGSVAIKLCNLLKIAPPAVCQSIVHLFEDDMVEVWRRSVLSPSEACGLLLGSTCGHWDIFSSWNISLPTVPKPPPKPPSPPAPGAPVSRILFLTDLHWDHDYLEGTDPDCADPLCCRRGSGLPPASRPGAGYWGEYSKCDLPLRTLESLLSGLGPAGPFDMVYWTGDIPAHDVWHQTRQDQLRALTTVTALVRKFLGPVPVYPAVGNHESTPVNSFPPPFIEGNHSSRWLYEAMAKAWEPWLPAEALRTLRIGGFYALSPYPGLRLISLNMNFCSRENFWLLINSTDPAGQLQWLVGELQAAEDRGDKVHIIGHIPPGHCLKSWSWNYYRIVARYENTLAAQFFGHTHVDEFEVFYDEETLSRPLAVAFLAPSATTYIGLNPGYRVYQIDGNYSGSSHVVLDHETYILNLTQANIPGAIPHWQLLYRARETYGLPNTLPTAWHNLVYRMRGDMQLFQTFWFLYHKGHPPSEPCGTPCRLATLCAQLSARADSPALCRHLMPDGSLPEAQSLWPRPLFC
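Steps: dispense placental human ASM, pin compound, wait 10 min at room temperature, add HMU-PC0 substrate at 9 uM final, incubate 60 min at 37 °C, add stop solution raising pH to 10, read fluorescence.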
TSHR antagonist = human thyrotropin receptor antagonism; P16473; TSHR-expressing cells, TSH-stimulated cAMP HTRF, 2 h; stronger effect = lower value; 0.2% of 330,000 active; AID 504810; activity change, negative = inhibition, % at 11.5 µM;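 active means activity change below a set negative limit, meaning inhibition stronger than a set level, cut at about -70% in these data; inconclusive means activity change between two set negative limits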; further: on the % scale 0 is the no-effect control and ±100 the full control effect
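Antagonism was scored as loss of TSH-driven cAMP in TSHR cells, stimulated with 4nM TSH (EC80) for 2 hours at 37 deg C and detected by homogeneous HTRF competition immunoassay.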
MLL CXXC-DNA inh = MLL CXXC-DNA interaction inhibition. Q03164. MLL-CXXC / FITC-HOXA9 DNA fluorescence polarization. Potency, µM (top dose mostly 115 µM), without a hit: at the highest dose activity change, negative = inhibition, hits mostly inhibitors. 0.037% of 290,000 active. AID 2662; active means well fitted inhibition curve with a large enough effect in the polarisation, with a control signal flat, not every such curve was filed as active; inconclusive means small, poorly fitted or top-dose-only effect, or effect the other way, or a change in a side signal; inactive means no such curve, though single readings can be large or run the other way; the % refers to the polarisation; further: potency means the concentration at half of the fitted maximal effect
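Purified MLL-CXXC (added from a 7 uM solution) was preincubated 5 min at ambient with pinned compounds in 50 mM Tris-HCl pH 7.5, 50 mM NaCl, 1 mM DTT, 0.05% BSA. Fluorescein-labeled HOX-A9 DNA (50 nM solution) followed, 30 min, then polarization read.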
TCR activator = activators of T cell receptors | primary human leukocytes, anti-CD3, IL-2 HTRF, 48 h | Potency, µM (doses to about 9.22 µM), for the others: at the top dose activation of IL-2 secretion, most hits filed as activators | AID 504894 | 330,000 tested, under 10 active; further: % of control where 0% means no effect
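IL-2 produced over 48 hr by a-CD3 bead-stimulated primary human leukocytes exposed to compounds was detected with a homogeneous time-resolved FRET immunoassay, 665nm acceptor signal after 320nm excitation.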
An asterisk follows results filed as active; i = inactive; ? = inconclusive; nt = not tested or not shown; [ ] = remark or other dose. Unless noted, the call rests on the fitted dose curve; in most records, active means well fitted curve in the direction sought with a large enough effect; inconclusive means small, poorly fitted or top-dose-only effect, or another doubt; inactive means no such curve, though single readings can be large; an effect the other way counts as inactive or inconclusive. This is a subset; the hit share may differ from the screen's.

#1 CCCNC(=O)c1ccc2c(=O)c(O)c(C)[nH]c2c1
#2 COc1cc2nc(CN3CCC(Cc4ccccc4)CC3)[nH]c(=O)c2cc1OC
#3 CCN(Cc1cccs1)C(=O)CN1CCN(S(=O)(=O)c2ccc3c(c2)OCCCO3)CC1
#4 CCOC(=O)N1CCC(NC(=O)C2=CCN(S(=O)(=O)c3ccc(F)cc3)CC2)CC1
#5 Nc1nc(Cl)cc(Oc2ccc([N+](=O)[O-])cc2)n1
#6 O=c1c2ccccc2n(CC(O)CN2CCCCC2)c2ccccc12 (stereo not drawn)
#7 COc1cccc(N2C(=O)Nc3ccc(Br)cc3C2(O)C(=O)NCCCN(C)C)c1 (stereo not drawn)
#8 O=C(Nc1ccccc1SCC1CSc2nc3ccccc3c(=O)n21)c1ccccc1Cl (stereo not drawn)
#9 CCc1c(C)sc(NC(=O)c2ccco2)c1C#N
#10 CCN(CC)S(=O)(=O)c1cc(NC(=O)CNc2cccc(S(=O)(=O)N3CCCC3)c2)ccc1C

assay / entry	1	2	3	4	5	6	7	8	9	10
Menin-MLL TR inh	nt	-3%	nt	nt	-19%	nt	-5%	-17%	13%	nt
TSG101-PTAP inh	-2%	-2%	-1%	-2%	1%	-3%	-1%	-4%	-1%	1%
MBNL1-CUG inh	19%	-4%	nt	-9%	27%	1%	-10%	-6%	11%	nt
Integrin act MD	7%	4%	15%	-9%	16%	2%	26%	17%	?	-22%
Mito fusion act	-6%	3%	1%	-2%	13%	3%	-11%	-5%	-3%	-6%
A-T KAP1 phos	16%	8%	1%	-1%	-6%	-4%	-10%	-4%	2%	2%
S-ASM inh	21%	7%	-1%	1%	4%	nt	6%	0%	-3%	0%
TSHR antagonist	0	29	-10	32	0	-5	6	-7	-1	-40
MLL CXXC-DNA inh	-6%	8%	nt	-1%	11%	-14%	19%	1%	3%	nt
TCR activator	-10%	3%	3%	0%	3%	-7%	-2%	4%	0%	1%

Structures above that have four or more nitrogen atoms (three):
#5 Nc1nc(Cl)cc(Oc2ccc([N+](=O)[O-])cc2)n1
#7 COc1cccc(N2C(=O)Nc3ccc(Br)cc3C2(O)C(=O)NCCCN(C)C)c1 (stereo not drawn)
#10 CCN(CC)S(=O)(=O)c1cc(NC(=O)CNc2cccc(S(=O)(=O)N3CCCC3)c2)ccc1C

assay / entry	5	7	10
Menin-MLL TR inh	-19%	-5%	nt
TSG101-PTAP inh	1%	-1%	1%
MBNL1-CUG inh	27%	-10%	nt
Integrin act MD	16%	26%	-22%
Mito fusion act	13%	-11%	-6%
A-T KAP1 phos	-6%	-10%	2%
S-ASM inh	4%	6%	0%
TSHR antagonist	0	6	-40
MLL CXXC-DNA inh	11%	19%	nt
TCR activator	3%	-2%	1%

Further records follow.
#11 COc1ccc(-n2cnnc2SC(C)c2nc3sc(C)c(C)c3c(=O)[nH]2)cc1 (stereo not drawn)
#12 O=C(COC(=O)CCC(=O)c1cccs1)Nc1ccc(Cl)cn1
#13 COc1ccc(OC(=O)COc2cccc(C)c2)cc1
#14 CC(=O)OC1CCC2(C)C3=CCC4(C)C(C(C)=O)=CCC4C3CCC2C1 (stereo not drawn)
#15 O=C(O)c1ccccc1NSc1ccccc1[N+](=O)[O-]
#16 CSc1nc2ccc(NC(=O)C3=NNC(=O)CC3)cc2s1
#17 COc1cc(CNCc2cccnc2)ccc1OCC(=O)NC1CCCCC1
#18 Cc1c2c(nc3ccccc13)CC(C)(C)CC2=O
#19 O=C(CNC(=O)c1cccs1)N=Nc1c(O)[nH]c2ccc(Br)cc12
#20 CCOC(=O)c1cn2nc(-c3ccc(OCC)cc3)cc2nc1C1CCN(C(=O)OC(C)(C)C)CC1

assay / entry	11	12	13	14	15	16	17	18	19	20
Menin-MLL TR inh	2%	?	-3%	nt	?	9%	7%	-21%	12%	0%
TSG101-PTAP inh	nt	0%	3%	-2%	-4%	-4%	0%	0%	-1%	-4%
MBNL1-CUG inh	11%	19%	2%	nt	35%	-1%	-6%	9%	?	-17%
Integrin act MD	nt	5%	?	-27%	17%	-5%	-4%	-1%	-14%	-21%
Mito fusion act	-12%	1%	1%	nt	-9%	-4%	-10%	10%	-2%	0%
A-T KAP1 phos	-2%	nt	5%	nt	-4%	7%	1%	-1%	-5%	4%
S-ASM inh	nt	3%	2%	-7%	4%	1%	2%	1%	-5%	20%
TSHR antagonist	-13	19	-7	nt	-3	7	9	-4	-4	-5
MLL CXXC-DNA inh	6%	-4%	1%	nt	-28%	23%	5%	1%	22%	4%
TCR activator	nt	2%[46.1 µM]	-3%	-9%	-1%	3%	3%	8%	0%	nt

#21 CN(C)S(=O)(=O)c1ccc(Cl)c(NC(=O)COC(=O)CNC(=O)c2ccco2)c1
#22 CCCCn1c(N)c(N(CCOC)C(=O)c2ccc(N(C)S(=O)(=O)c3ccc(C)cc3)cc2)c(=O)[nH]c1=O
#23 COC(=O)c1cc(N=Cc2c(O)c3ccccc3oc2=O)cc(C(=O)OC)c1
#24 CCOP(=O)(OCC)c1nc(/C=C/c2ccccc2)oc1NCc1ccccc1
#25 CCOCCCn1cnc2c(c1=O)c1nc3ccccc3nc1n2-c1ccccc1
#26 O=C(O)c1ccc(SCc2cnc(Cl)s2)cc1
#27 CC1CCN(C(=O)C2CCN(S(=O)(=O)c3ccc4c(c3)CC(C)N4C(=O)C3CC3)CC2)CC1 (stereo not drawn)
#28 O=C(COC(=O)/C=C/c1cccc(F)c1)Nc1ccccc1
#29 CN(Cc1ccccc1)C(=O)C(=O)c1cn(CC(=O)N2CCCC2)c2ccccc12
#30 COc1cccc(NC(=O)C2CCCN2S(=O)(=O)c2ccc3c(c2)n(C)c(=O)c(=O)n3C)c1 (stereo not drawn)

assay / entry	21	22	23	24	25	26	27	28	29	30
Menin-MLL TR inh	12%	nt	-1%	?	3%	-20%	-7%	?	nt	12%
TSG101-PTAP inh	0%	-3%	-3%	1%	-5%	-9%	-6%	0%	-8%	2%
MBNL1-CUG inh	-2%	nt	2%	8%	?	1%	-3%	2%	1%	-3%
Integrin act MD	18%	-2%	2%	-7%	-2%	10%	-14%	5%	-26%	19%
Mito fusion act	-6%	-2%	0%	4%	3%	5%	24%	-2%	1%	0%
A-T KAP1 phos	2%	12%	2%	29%	-1%	4%	-6%	-5%	12%	-5%
S-ASM inh	-4%	5%	19%	i	103%[activator]	3%	-3%	-1%	-2%	0%
TSHR antagonist	24	5	3	26	-8	-1	-18	-10	17	-4
MLL CXXC-DNA inh	10%	nt	?	-4%	-1%	-3%	0%	-15%	-7%	5%
TCR activator	-8%	-1%	nt	1%	9%	5%	-2%	2%	5%	0%

#31 COC(=O)C1=CN(CCOC23CC4CC(CC(C4)C2)C3)C=C(C(=O)OC)C1c1ccsc1
#32 COc1ccc(C(C(=O)NC2CCCCC2)N2CCC3(CC2)OCCO3)cc1 (stereo not drawn)
#33 O=Cc1ccc(-c2ccc(C(=O)O)cc2)o1
#34 Cc1c(Cl)cccc1NC(=O)c1cc(S(=O)(=O)N2CCOCC2)cn1C
#35 COC(=O)c1ccc(C2C(C#N)=C(N)Oc3cc(N)ccc32)cc1 (stereo not drawn)
#36 CS(=O)(=O)c1ccc(Cl)c(NC(=O)c2cccc(N3C(=O)CCC3=O)c2)c1
#37 COC(=O)c1ccc(C(=O)NC2CCSc3ccccc32)cc1 (stereo not drawn)

assay / entry	31	32	33	34	35	36	37
Menin-MLL TR inh	-11%	6%	nt	-2%	8%	nt	?
TSG101-PTAP inh	2%	-5%	-3%	-6%	-5%	2%	1%
MBNL1-CUG inh	nt	6%	?	-1%	23%	nt	11%
Integrin act MD	0%	-1%	-14%	14%	-28%	0%	-7%
Mito fusion act	1%	0%	2%	2%	7%	-4%	5%
A-T KAP1 phos	13%	17%	-11%	4%	6%	4%	-17%
S-ASM inh	i	0%	13%	0%	-6%	nt	-1%
TSHR antagonist	-2	22	-9	-8	-8	4	0
MLL CXXC-DNA inh	8%	0%	-3%	nt	1%	nt	?
TCR activator	-5%	-30%	4%	12%	-1%	-2%	0%

Bioassay records from PubChem.
